IL1B secr inh = qHTS for Inhibitors of Inflammasome Signaling: IL-1-beta AlphaLISA Primary Screen; THP-1 LPS/ATP IL-1B secretion, AlphaLISA, 16 h; active compounds read low; activity change, % at 57.5 µM; 360,000 tested, 4.7% active; AID 743279, 2014; in the data active = activity change below about -50%; inconclusive = mostly about -30% to -49%; also: % is scaled to controls: 0 for no effect and ±100 for the full control effect
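THP-1 cells pretreated 1 hr with compounds (up to 57.5 uM final), then stimulated with LPS (250 ng/mL final) plus ATP (1.25 mM final); secreted IL-1B measured by AlphaLISA after 16 hr, decreased signal indicating inhibition.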
GLP1R cytotox = qHTS of GLP-1 Receptor Inverse Agonists: Cytotox Screen; HEK293 cAMP-luciferase reporter cells, luminescence, 24 h; Potency, µM (doses to about 38.3 µM), for the others: at the top dose activity change, negative = inhibition, hits mostly inhibitors; 410,000 tested, 0.13% active;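 also: loss of luciferase light is scored as toxicity; potency is read from the fitted curve at half-maximal effect; % is scaled to controls: 0 for no effect and ±100 for the full control effect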
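Cells in DMEM/10% Nu serum/1% pen-strep, 1536-well format. Pre-incubated 12 h, dosed with 23 nL compound, incubated a further 24 h. Luciferase detection, 12 min at room temp, luminescence.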
KB-V1 cytotox = qHTS assay for MDR1-selective chemotherapeutics: Primary screen using the drug-selected MDR subline cells KB-V1. Potency, µM (series often up to 46.1 µM), without a hit: top-dose activity change, negative = cytotoxicity, usual class: cytotoxic. 400,000 tested, 3.4% active. KB-V1 MDR cells viability, CellTiter-Glo, 72 h. AID 1347076, 2019; also: potency is read from the fitted curve at half-maximal effect; % is scaled to controls: 0 for no effect and ±100 for the full control effect; nearly all actives have a fitted effect of over 60% in size
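KB-V1, DMEM (no phenol red) + 10% FBS; cpd pin-transferred, titration series; 72 h, 37 degrees C; CellTiter-Glo, luminescence. Data normalized, curve-fit.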
MCF10A rerep = A quantitative high throughput screen for small molecules that induce DNA re-replication in MCF 10a normal breast cells. MCF 10A DNA re-replication, Hoechst nuclear intensity, 48 h. Potency, µM (top dose mostly 46.1 µM), inactives show at the top dose activity, positive = re-replication, actives largely listed as activators. 350,000 tested, 2.9% active. AID 624296, 2012; also: potency is read from the fitted curve at half-maximal effect; % of control where 0% means no effect; nearly all actives have a fitted effect of over 50% in size
KB-3-1 tox = qHTS assay for MDR1-selective chemotherapeutics: Primary screen using the parental adenocarcinoma cell KB-3-1; KB-3-1 viability, CellTiter-Glo ATP luminescence, 72 h; 400,000 tested, 1.4% active; Potency, µM (doses to about 46.1 µM), inactives show at the top dose activity change, negative = cytotoxic, hits mostly cytotoxic; also: potency is read from the fitted curve at half-maximal effect; % is scaled to controls: 0 for no effect and ±100 for the full control effect; nearly all actives have a fitted effect of over 60% in size
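Luminescent ATP read-out (CellTiter-Glo) measures survival of drug-naive KB-3-1 cells after 72 h compound exposure at 37 °C. Titration series was screened from lowest to highest concentration, with DMSO vehicle plates as background controls.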
HT1080NT lethal = qHTS for induction of synthetic lethality in tumor cells producing 2HG: qHTS for the HT-1080-NT fibrosarcoma cell line | HT-1080-NT fibrosarcoma viability, CellTiter-Glo ATP luminescence, 48 h | Potency, µM (doses to about 46.1 µM), for inactives: at the top dose activity, negative = less viability, hits mostly cytotoxic | 360,000 tested, 1.6% active;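 also: NT is the 2HG producing partner of a matched IDH1 knockdown line; potency is read from the fitted curve at half-maximal effect; 0% = DMSO-treated cells and -100% = media-only wells without cells; nearly all actives have a fitted effect of over 55% in size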
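HT-1080-NT fibrosarcoma cells (2HG-overproducing), 750 cells/well in RPMI with 5% FBS, dosed after 2 h and incubated 48 h at 37C. CellTiter-Glo luminescence normalized to DMSO and no-cell wells; concentration-response curves fitted and classed.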
D3 ag = qHTS of D3 Dopamine Receptor Agonist: qHTS; D3R DiscoveRx beta-arrestin cells, luminescence, 90 min; max activation, %; D(3) dopamine receptor (Homo sapiens), P35462; 410,000 tested, 0.58% active; AID 652048, 2013; in the data active = max activation above about 30%; also: 0% is about no effect; mostly tested at two doses, the higher about 12 µM
Target sequence (P35462 whole entry, looked up): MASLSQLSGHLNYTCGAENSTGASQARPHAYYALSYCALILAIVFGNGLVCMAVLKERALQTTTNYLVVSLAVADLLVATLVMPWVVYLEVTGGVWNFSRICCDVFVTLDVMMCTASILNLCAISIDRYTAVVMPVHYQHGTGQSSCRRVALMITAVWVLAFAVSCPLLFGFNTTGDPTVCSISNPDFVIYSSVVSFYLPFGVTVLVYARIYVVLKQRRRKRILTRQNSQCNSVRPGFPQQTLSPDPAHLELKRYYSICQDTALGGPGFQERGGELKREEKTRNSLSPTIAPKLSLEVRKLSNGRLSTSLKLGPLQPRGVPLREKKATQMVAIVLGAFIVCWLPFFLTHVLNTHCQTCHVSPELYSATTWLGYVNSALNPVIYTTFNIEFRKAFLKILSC
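Cells at 1500/well, incubated overnight, then treated with pinned compounds (dopamine as control) for 90 min at 37 degrees C. DiscoveRx reagent added for 30 - 60 minutes at room temperature; luminescence read.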
SW480 rerep = A quantitative high throughput screen for small molecules that induce DNA re-replication in SW480 colon adenocarcinoma cells; SW480 DNA re-replication, Hoechst DNA content imaging, 48 h; Potency, µM (titrated, usually from 46.1 µM), inactives show top-dose re-replication activation, most hits filed as activators; 340,000 tested, 1.8% active; also: potency is read from the fitted curve at half-maximal effect; % of control where 0% means no effect; nearly all actives have a fitted effect of over 55% in size
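SW480 cells exposed to compounds for 48 hr at 37 C, 5% CO2, then Hoechst-stained 40 min. Nuclear DNA content imaged by fluorescence scanning (405 nm excitation, 500-530 nm emission); re-replication scored as increased high-intensity nuclei.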
HT1080 IDH1KD tx = qHTS for induction of synthetic lethality in tumor cells producing 2HG: qHTS for the HT-1080-IDH1KD cell line; HT-1080 IDH1 knockdown viability, ATP luminescence, 48 h; Potency, µM (top dose mostly 46.1 µM), for inactives: at the top dose activity, negative = toxicity, most hits filed as cytotoxic; 360,000 tested, 2% active; AID 686971, 2013;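 also: potency is read from the fitted curve at half-maximal effect; 0% = DMSO wells and -100% = cell-free medium wells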
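Assay cells: HT-1080 with IDH1 knockdown, 750 per well, RPMI/5% FBS. Exposure: 48 h at 37 °C following 2 h pre-incubation. Read: CellTiter-Glo luminescence; fitted concentration-response, curve class assigned.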
Starred values were filed as active, the others as inactive; ? = inconclusive; / = not tested or not shown; [ ] = another dose, or the depositor's remark. Unless noted, calls follow the shape of the dose curve; as a rule, active = well fitted curve in the direction sought with a large enough effect; inconclusive = small, poorly fitted or top-dose-only effect, or another doubt; inactive = no such curve, though single readings can be large; an effect the other way counts as inactive or inconclusive.

SMILES | IL1B secr inh | GLP1R cytotox | KB-V1 cytotox | MCF10A rerep | KB-3-1 tox | HT1080NT lethal | D3 ag | SW480 rerep | HT1080 IDH1KD tx
COc1ccc(Cl)cc1N(CC(=O)Nc1ccc2c(c1)OCCO2)S(C)(=O)=O | -7 | 4% | ? | ? | ? | -10% | -8 | 15% | -17%
COc1ccc(S(=O)(=O)N(n2c(C)nnc2-n2nc(C)cc2C)S(=O)(=O)c2ccc(OC)cc2)cc1 | 23 | -1% | 17% | 1% | 2% | 10% | -3 | 7% | 9%
COC(=O)c1sc(=S)n(-c2ccccc2)c1N | -17 | 1% | 6% | -25% | -1% | 2% | 13 | -5% | 4%
CCOC(=O)[C@]12CCC=C1N(Cc1ccco1)C(=O)[C@H](CC(=O)NCCCOC)C2 | -13 | -3% | 0% | / | 15% | 21% | 4 | / | 10%
CCOc1ccc(-c2cc(C(=O)N3CCC(C)CC3)c3ccccc3n2)cc1 | -6 | -2% | ? | 14% | -7% | 2% | 1 | 0% | 9%
c1ccc(CCC2CCCCN2Cc2cn[nH]c2-c2cc3ccccc3o2)nc1 (stereo not drawn) | ? | -25% | 12% | ? | 12% | ? | -2 | -1% | -16%
O=c1[nH]c(C2CCN(S(=O)(=O)c3ccccc3F)CC2)nc2c1nnn2Cc1ccc(OC(F)(F)F)cc1 | -14 | -4% | 12% | ? | 4% | -3% | -1 | -3% | 0%
N#C/C(C(=O)N1CCOCC1)=C1/SC(Cc2ccccc2Cl)C(=O)N1c1ccccc1 (stereo not drawn) | 8 | 15% | -6% | 25% | 2% | -2% | -2 | -13% | -2%
CC(=O)Nc1ccc(S(=O)(=O)N2CCN(C(=O)CCC3CCCC3)CC2)cc1 | 22 | 7% | -9% | 20% | -4% | -11% | -7 | 3% | -1%
Cc1ccc(-c2csc(C3=C(O)CN(NC(=O)c4ccc([N+](=O)[O-])cc4)C3=N)n2)cc1 | -5 | -8% | 25% | ? | 16% | 17% | 0 | -10% | 7%
CN1C(=O)/C(=N/OC(=O)c2ccccc2Br)c2ccccc21 | 34 | 13% | 0% | 1% | 1% | -1% | 0 | -6% | 0%
O=C(CCSc1nnnn1-c1ccccc1)N1CCOCC1 | 4 | -10% | -5% | -1% | 0% | 4% | 1 | 1% | 0%
COC1CCCN(C(=O)c2cccc(OC3CCN(S(=O)(=O)N(C)C)CC3)c2)C1 (stereo not drawn) | 44 | 0% | -9% | ? | 3% | 1% | -4 | ? | -7%
COc1ccc(Cc2noc(-c3ccccc3)n2)cc1OC | 22 | 0% | 0% | -7% | -24% | -3% | 3 | -6% | -1%
CC(Sc1cn(CCNC(=O)c2ccccc2F)c2ccccc12)c1ccccc1 (stereo not drawn) | / | 2% | -5% | / | 4% | / | 7 | / | /
COc1ccc2c(c1)CCc1c(C(=O)NCc3ccc(F)cc3)noc1-2 | -14 | -9% | 16% | 21% | 5% | 11% | 2 | -4% | 9%
O[C@@H]1CN(C2CCCCC2)CC[C@H]1N1CCN(CCc2ccccc2)CC1 | -2 | ? | 0% | 1% | -18% | -25% | 2 | -1% | -28%
COC(=O)N/N=C/c1cccc(OC(=O)c2ccc3c(c2)OCO3)c1 | -4 | -26% | -8% | -5% | -5% | 3% | -22 | -14% | -2%
CC1(C)Cc2c(sc(NC(=O)C(=O)N3CCCC3)c2C#N)CO1 | -1 | -10% | 0% | 2% | 11% | -5% | 5 | -19% | -2%
CCN(CC)c1nc(Oc2ccc(C(=O)OC)cc2)nc(N2CCOCC2)n1 | -28 | -6% | -9% | ? | 2% | -2% | -7 | -2% | -24%
Cc1ccc2c(c1)N(C(C)C(=O)NCc1ccccn1)C(=O)CO2 (stereo not drawn) | 0 | -13% | 2% | 0% | 1% | 4% | -7 | 11% | 8%
Cc1nn(Cc2ccccc2)c(=O)c2nn(-c3ccc(Cl)cc3)c(C)c12 | -70* | 5% | 8.2µM* | -6% | 2% | -1% | -10 | -22% | 1%
CC(C)C[C@@H]1COc2cc(N3CCC[C@@H]3CO)ccc2S(=O)(=O)N1 | 24 | 7% | ? | / | 22% | 5% | 8 | / | 1%
O=C(c1ccccc1)N1CC(COc2ccccc2)OC(c2ccco2)O1 (stereo not drawn) | 6 | -10% | 0% | 11% | -3% | 6% | 4 | -1% | 1%
CCOc1ccc(C2CC(c3ccc(OC)cc3)n3ncnc3N2)cc1 (stereo not drawn) | -1 | -6% | 4% | 11% | -5% | 0% | -4 | -7% | 4%
CSCC[C@H](NS(=O)(=O)c1ccc(C)cc1)C(=O)N1CCC(C(=O)N[C@@H](C)C(=O)O)CC1 | 17 | -2% | 0% | 3% | 0% | 0% | -6 | -48%[inhibitor] | 8%
COc1cc2c(=O)n(Cc3ccccc3)c(=O)n(CC(=O)NCc3ccco3)c2cc1OC | -11 | 4% | -6% | 4% | 15% | -2% | 9 | -5% | -2%
NS(=O)(=O)c1ccc(CCNC(=O)c2ccc(S(=O)(=O)N3CCCCC3)cc2)cc1 | 12 | -17% | ? | 5% | -5% | 0% | -2 | 0% | -2%
Cc1cc(C)n2nnnc2n1 | 37 | 9% | 6% | -13% | -1% | 6% | 7 | 8% | 18%
Cc1cc(C)cc(C(=O)n2cnnc2N)c1 | 3 | -2% | 12% | 12% | 1% | -1% | 2 | 0% | 1%
COc1cc(CNCCSc2nnnn2C)ccc1OCc1ccc(Cl)cc1Cl | / | -15% | 0% | / | -18% | / | -19 | / | /
COc1ccc(-c2cc(C(F)F)n3ncc(C(=O)N4CCCCC4)c3n2)cc1 | -28 | 58%[activator] | -7% | ? | 6% | 8% | -2 | ? | 16%
CC(=O)Nc1ccc(Nc2nc3c(S(=O)(=O)c4ccc(C)c(C)c4)nnn3c3ccccc23)cc1 | 0 | 2% | 2% | ? | 7% | 3% | 2 | 18µM* | 3%
N[C@@H](Cc1cnc[nH]1)C(=O)Nc1ccc2ccccc2c1 | -8 | -3% | 11% | ? | 0% | 4% | 5 | ? | 2%
Cc1cc(C)cc(NC(=S)NCc2cccn2C)c1 | -14 | -17% | ? | 0% | -3% | ? | -22 | 18% | ?
CCCc1nnc(SCC(=O)N2CCCCC2)n1CC1CCCO1 (stereo not drawn) | 6 | 4% | 11% | 0% | 3% | 0% | 4 | -1% | -1%

Brought forward from above: three entries; new compounds follow.
SMILES | IL1B secr inh | GLP1R cytotox | KB-V1 cytotox | MCF10A rerep | KB-3-1 tox | HT1080NT lethal | D3 ag | SW480 rerep | HT1080 IDH1KD tx
N[C@@H](Cc1cnc[nH]1)C(=O)Nc1ccc2ccccc2c1 | -8 | -3% | 11% | ? | 0% | 4% | 5 | ? | 2%
Cc1cc(C)cc(NC(=S)NCc2cccn2C)c1 | -14 | -17% | ? | 0% | -3% | ? | -22 | 18% | ?
CCCc1nnc(SCC(=O)N2CCCCC2)n1CC1CCCO1 (stereo not drawn) | 6 | 4% | 11% | 0% | 3% | 0% | 4 | -1% | -1%
COc1ccc(-c2cc(C(=O)Nc3cccc(C(C)=O)c3)no2)cc1OC | / | 1% | ? | / | 23% | / | 2 | / | /
CC(C)(C)P(=O)(CO)c1ccccc1 (stereo not drawn) | -16 | 1% | 18% | 2% | -1% | -1% | -1 | -2% | -10%
COc1ccc(NC(=O)COC(=O)Cn2c(C)nc3ccccc32)cc1OC | 6 | 21% | 4% | ? | 8% | 0% | 2 | 1% | 2%
CC(=O)c1c(COC(=O)c2ccccc2Cl)nc2ccccc2[n+]1[O-] | 44 | -4% | 3% | -8% | 7% | -5% | -1 | 27% | 13%
COc1cc(OC)c(OC)cc1CNC(=O)c1cc(=O)[nH]c2ccccc12 | 3 | -25% | 0% | 4% | -10% | 6% | -7 | 171% | -5%
Cc1ccc(SCc2cc(=O)[nH]c(/N=C(\N)Nc3ccccc3Sc3ccccc3)n2)cc1 | 25 | 13% | 0% | 2% | 0% | -2% | 8 | 1% | -7%
Cc1cc(-c2ccccc2)nc(N/N=C/c2ccco2)n1 | -11 | ? | ? | -3% | -4% | ? | 0 | 8% | ?
CCOC(=O)/C(C#N)=C/C1=C(N2CCCC2)CC(C)(CC)OC1 (stereo not drawn) | -24 | ? | -29% | 5% | 0% | 21% | 0 | -10% | 17%
CC(Sc1nnc(-c2ccco2)o1)C(=O)Nc1ccc(OC(F)F)cc1 (stereo not drawn) | -4 | 5% | ? | 1% | 2% | 6% | -19 | -7% | 8%
Cc1c(N=Cc2ccco2)c(=O)n(-c2ccccc2)n1C | 32 | 4% | 5% | -13% | 10% | 12% | 1 | 1% | 12%
CN(CC(=O)Nc1ccc(N2CCOCC2)cc1)CC(=O)Nc1ccccc1[N+](=O)[O-] | 9 | -2%[1.53 µM] | -23% | 1% | 3% | -2% | -8 | -2% | 2%
O=C(Nc1cc(C2CC2)nn1-c1ccccc1)c1ccc(F)cc1 | 4 | 5% | -6% | -5% | -1% | 7% | -2 | 0% | 0%
Cc1ccccc1-c1nc(NCCN(C)C)nc2ccsc12 | -22 | -19% | -11% | / | -2% | ? | -7 | / | 8%
O=C(COC(=O)c1ccccc1C(=O)N1CCN(c2ccccc2)CC1)Nc1ccccc1 | -25 | -18% | -39% | 3% | -15% | -4% | 2 | -1% | -3%

Screening results from PubChem.
